Gli-Sufu block = Gli-Sufu pathway antagonists, primary screen, luciferase luminescence, Sufu-KO-LIGHT cells, uHTS; Sufu-KO-LIGHT fibroblasts, Gli luciferase reporter luminescence; inhibition, % at 5 µM; 340,000 compounds, 0.74% hits; AID 588413, 2011;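 active = inhibition above about 55%, limit read from the data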;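 also: 0% = DMSO-treated cells and 100% = wells with medium but no cells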
Jurkat NFkB inh = inhibitors of induced NF-kB luciferase reporter, primary screen, TCR NF-kB activation inhibitor project, cell-based, luminescence, uHTS | AID 435003, 2010 | 330,000 compounds, 0.53% hits | inhibition, % at 4 µM | Jurkat, PMA/ionomycin-induced NF-kB luciferase reporter; in the data active = inhibition above about 50%
APJ antagonist = antagonists of human apelin receptor APJ, primary screen, CHO-K1 cells, beta-arrestin complementation, luminescence; inhibition, % at 20 µM; 330,000 compounds, 0.32% hits; AID 2521, 2010;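 active = inhibition above about 40% at 20 µM, limit read from the data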;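 also: cells challenged with 10 nM apelin-13 agonist together with compound; plate controls were apelin-13 plus DMSO wells for no effect and DMSO wells lacking apelin-13 for full effect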
Target sequence (P35414 whole entry, looked up): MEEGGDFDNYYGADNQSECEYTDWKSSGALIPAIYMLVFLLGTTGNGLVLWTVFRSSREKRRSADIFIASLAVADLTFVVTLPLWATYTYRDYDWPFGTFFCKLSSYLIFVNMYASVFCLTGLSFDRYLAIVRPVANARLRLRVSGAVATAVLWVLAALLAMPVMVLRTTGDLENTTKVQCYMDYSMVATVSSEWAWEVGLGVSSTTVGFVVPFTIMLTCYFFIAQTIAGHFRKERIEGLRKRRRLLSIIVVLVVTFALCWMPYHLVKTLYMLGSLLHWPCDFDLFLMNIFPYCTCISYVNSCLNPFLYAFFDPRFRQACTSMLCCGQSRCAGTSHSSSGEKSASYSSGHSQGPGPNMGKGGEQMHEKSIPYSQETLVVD
697 NFkB inh = inhibitors of PMA/ionomycin-induced NF-kB reporter, 697 cells, primary screen, B-cell NF-kB inhibitor project, cell-based, luminescence, uHTS; 697 B-cell NF-kB luciferase reporter, 16 h; inhibition, % at 4 µM; 330,000 compounds, 0.33% hits; AID 435022, 2010; in the data active = inhibition above about 35%
CCR6 antagonist = CCR6 receptor antagonists, primary screen, cell-based, CHO-K1, luminescence, beta-arrestin, uHTS; AID 493098, 2011; C-C chemokine receptor type 6 (Homo sapiens), P51684; inhibition, % at 20 µM; 340,000 compounds, 0.49% hits; CHO-K1 CCR6 PathHunter beta-arrestin, CCL20-stimulated;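 active = compounds whose inhibition of the agonist-driven luminescence signal at 20 µM reaches about 50%, limit read from the data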;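 also: cells stimulated with CCL20 at 14 nM final; plate controls were DMSO with CCL20 for no effect and DMSO without agonist for full effect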
Target sequence (P51684 whole entry, looked up): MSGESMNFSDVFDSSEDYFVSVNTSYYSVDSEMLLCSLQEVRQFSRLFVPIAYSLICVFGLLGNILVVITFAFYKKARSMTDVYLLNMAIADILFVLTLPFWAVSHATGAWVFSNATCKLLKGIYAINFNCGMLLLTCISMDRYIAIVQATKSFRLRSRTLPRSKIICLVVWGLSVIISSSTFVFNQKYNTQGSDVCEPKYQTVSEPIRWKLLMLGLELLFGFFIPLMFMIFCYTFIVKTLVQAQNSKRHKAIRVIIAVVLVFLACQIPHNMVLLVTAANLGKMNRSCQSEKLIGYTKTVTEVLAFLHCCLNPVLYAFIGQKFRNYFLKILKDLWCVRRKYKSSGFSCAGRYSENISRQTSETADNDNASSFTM
CXCR6 inh = CXCR6 receptor inhibitors, primary screen, cell-based, beta-arrestin, luminescence, CHO-K1 PathHunter, 1536-well; AID 602244, 2012; inhibition, % at 20 µM; 360,000 compounds, 0.36% hits; in the data active = inhibition above about 34%, passing the limit was not always enough;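 also: antagonist mode with CXCL16 agonist at 10 nM final; 0% = 10 nM CXCL16 with DMSO and 100% = unstimulated wells without agonist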
UBC13 inh = UBC13 polyubiquitin chain formation inhibitors, primary screen, biochemical, TR-FRET, uHTS. inhibition, % at 20 µM. 330,000 compounds, 0.47% hits. AID 485273, 2010; in the data active = inhibition above about 45%, passing the limit was not always enough
EBI2 antag = EBI2 receptor antagonists, beta-arrestin recruitment, primary screen, cell-based, luminescence, 7a,25-OHC stimulation, uHTS; G-protein coupled receptor 183 (Homo sapiens), P32249; 7a,25-OHC stimulated; inhibition, % at 5 µM; 360,000 compounds, 0.81% hits; in the data active = inhibition above about 38%;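 also: enzyme fragment complementation signal reports receptor beta-arrestin coupling in cells; 0% = agonist plus DMSO wells and 100% = wells without agonist; some results beyond the cut were filed as inactive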
Target sequence (P32249 whole entry, looked up, the tested form may be a part): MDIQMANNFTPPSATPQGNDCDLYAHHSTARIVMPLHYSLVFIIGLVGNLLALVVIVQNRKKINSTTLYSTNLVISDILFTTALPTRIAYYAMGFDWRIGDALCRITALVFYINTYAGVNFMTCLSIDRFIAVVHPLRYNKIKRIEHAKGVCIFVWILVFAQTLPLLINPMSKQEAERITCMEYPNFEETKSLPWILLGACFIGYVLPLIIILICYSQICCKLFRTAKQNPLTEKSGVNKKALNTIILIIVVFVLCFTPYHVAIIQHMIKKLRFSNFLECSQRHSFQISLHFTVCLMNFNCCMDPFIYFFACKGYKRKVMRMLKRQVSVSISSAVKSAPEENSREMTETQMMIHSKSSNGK
Numbers without * were called inactive; / = not tested or not shown.

SMILES	Gli-Sufu block	Jurkat NFkB inh	APJ antagonist	697 NFkB inh	CCR6 antagonist	CXCR6 inh	UBC13 inh	EBI2 antag
C/C=C(\C)CN1CCCC(N(C)CCc2ccc(OC)c(OC)c2)C1 (centres undefined)	7.2	-27.0	8.7	-14.3	12.9	5.8	3.6	0.5
O=C1CSC(c2ccccc2[N+](=O)[O-])N1c1ccc(O)cc1 (centres undefined)	-2.4	0.4	-5.8	17.9	0.7	3.7	6.5	-2.6
COc1ccc(OC)c(NC(=O)C2CCCN(S(=O)(=O)c3cccc4nonc34)C2)c1 (centres undefined)	-1.5	-8.1	-10.6	-23.1	2.6	2.2	-6.5	-2.0
O=S(=O)(NCC(c1cccnc1)N1CCN(Cc2ccccc2)CC1)c1ccc(F)cc1 (centres undefined)	8.7	-4.5	1.3	-8.3	8.4	-0.2	0.9	4.5
C[C@H](CO)N1C[C@H](C)[C@@H](CN(C)C(=O)NC2CCCCC2)Oc2ccc(NS(=O)(=O)c3cn(C)cn3)cc2C1=O	-4.7	-10.2	2.2	-1.1	0.5	1.1	-4.4	-4.3
Clc1ccc(-c2cc3ccccc3nc2N2CCCC2)cc1	-0.7	-1.1	10.9	-50.1	11.4	-5.2	7.9	-1.2
COc1ccc(NC(=O)CN2CCC3(O)CCCCC3C2c2cc(OC)ccc2OC)cc1 (centres undefined)	-4.9	3.4	7.9	16.1	2.6	-7.1	4.2	6.7
Cc1cc(/C=C(/C#N)C(=O)Nc2ccccc2)c(C)n1-c1cccnc1	7.7	-97.9	-7.7	-9.6	-1.8	1.5	-7.9	0.0
CC(C)c1ccccc1NCC(=O)N1CCN(Cc2ccccc2)CC1	5.5	-6.4	1.6	18.0	13.4	5.6	1.9	-2.3
CC1CCCC(NC(=O)C2CC(=O)N(Cc3ccccc3)C2)C1C (centres undefined)	-2.4	-3.0	-11.4	-20.5	-6.7	-7.6	-5.6	-5.2
O=C(CSc1ccsc1[N+](=O)[O-])Nc1cccc(F)c1	1.7	/	/	/	18.4	2.2	/	-16.3
O=C(C[n+]1ccccc1)N/N=C/c1ccc(C(=O)O)cc1	6.6	-7.0	-12.8	4.4	3.0	-9.4	0.4	-11.5
O=C(c1ccccc1)c1ncc(C(F)(F)F)cc1Cl	-4.3	-0.3	8.0	1.8	-8.4	4.3	-13.6	-17.1
FC(F)(F)c1ccccc1NC1=NCCC1	-2.5	5.2	-1.6	-3.0	3.0	2.5	-8.2	-10.1
O=C(Nc1nc(-c2ccccc2)cs1)c1cccnc1	-14.4	-3.9	-1.0	-29.6	3.1	-7.0	-8.9	0.9
CCNC(=S)NNC(=O)CC(C)C	-6.0	1.8	-10.8	1.0	-1.9	2.0	7.0	-18.1
COc1cc(C(=O)OCC(=O)Nc2cc(C)on2)c([N+](=O)[O-])cc1OC	-3.2	10.6	-3.8	13.5	-11.1	-6.1	-4.9	-11.9
O=C(N/N=C\c1ccc([N+](=O)[O-])s1)C1COc2ccccc2O1 (centres undefined)	-1.2	-4.5	-91.2	-5.6	10.5	-22.5	-20.3	-28.8
COc1cc(/C=N/NC(=O)c2cccc(C)c2)ccc1OCC(=O)Nc1ccccc1	-9.0	-46.1	6.0	10.2	2.8	-10.6	-1.1	-9.2
CCC(C)[C@H]1CNCCN1CCc1cc(C(F)(F)F)cc(C(F)(F)F)c1 (some centres undefined)	2.6	13.3	7.2	2.9	9.8	-6.0	59.6*	-1.7
CCOc1ccc(C(=O)NCC(c2ccco2)N2CCOCC2)cc1 (centres undefined)	-3.3	0.6	-32.8	-5.5	0.8	-0.3	-4.1	6.8
CC(=O)Nc1cccc(C(=O)N/N=C/c2c[nH]c3ccccc23)c1	-1.9	-14.3	0.9	1.8	2.0	-13.5	-6.0	-0.6
On1nnc2ccc(C(F)(F)F)cc21	2.8	8.1	4.5	22.4	-4.1	-1.2	4.0	-8.3
CCn1cc(C(=O)Nc2cc(C)ccc2C)c(=O)c2ccc(C)nc21	/	-11.6	6.6	13.8	/	/	4.3	/
CCN(CC(=O)Nc1c(F)cccc1F)C(=O)c1cccc(S(=O)(=O)N2CCN(c3ccccc3)CC2)c1	25.5	7.3	-9.2	-22.9	17.5	11.6	-6.1	4.8
Cc1occc1-c1nnc(SCC(=O)NC(C)(C)C)n1CC(C)C	25.3	-11.5	12.1	-1.0	5.5	7.0	4.3	1.5
O=C(CN1C(=O)C2CC=CCC2C1=O)NCC1COc2ccccc2O1 (centres undefined)	-129.5	-13.7	-32.7	-4.0	-13.4	-5.3	-17.4	-11.3
C=CCN(c1ccccc1)S(=O)(=O)c1cccc(C(=O)NCC(c2ccccc2OC)N2CCCC2)c1 (centres undefined)	26.8	-9.4	25.4	-24.8	15.4	11.4	6.4	4.9
CCCCOc1nc(N)nc(-c2ccccc2)n1	-3.0	-8.0	3.5	-0.2	0.4	8.5	5.7	-3.1
COCC(C)n1c(C)cc(C(=O)COC(=O)c2c(NC(C)=O)sc(C)c2C)c1C (centres undefined)	18.6	-15.3	-10.1	-27.7	-9.8	2.9	6.2	5.6

3 entries from above, ordered by SMILES length, low to high.
SMILES	Gli-Sufu block	Jurkat NFkB inh	APJ antagonist	697 NFkB inh	CCR6 antagonist	CXCR6 inh	UBC13 inh	EBI2 antag
CCNC(=S)NNC(=O)CC(C)C	-6.0	1.8	-10.8	1.0	-1.9	2.0	7.0	-18.1
O=C(N/N=C\c1ccc([N+](=O)[O-])s1)C1COc2ccccc2O1 (centres undefined)	-1.2	-4.5	-91.2	-5.6	10.5	-22.5	-20.3	-28.8
C=CCN(c1ccccc1)S(=O)(=O)c1cccc(C(=O)NCC(c2ccccc2OC)N2CCCC2)c1 (centres undefined)	26.8	-9.4	25.4	-24.8	15.4	11.4	6.4	4.9

The results go on.
SMILES	Gli-Sufu block	Jurkat NFkB inh	APJ antagonist	697 NFkB inh	CCR6 antagonist	CXCR6 inh	UBC13 inh	EBI2 antag
CCOC(=O)C(C(=O)N(C)C)c1ncc(C(F)(F)F)cc1Cl (centres undefined)	-2.5	7.0	9.9	3.9	14.7	3.0	-5.2	-6.1
C=CCOc1ccc(/C=C/C(=O)OCC(=O)N2CCN(S(=O)(=O)c3ccc(C)cc3C)CC2)cc1	-3.9	/	/	/	-4.9	-2.1	/	14.7
CC(C)CN1CCC(=O)N([C@H](CSc2ccc(Br)cc2)c2ccccc2)CC1	-4.8	-8.3	5.0	13.2	9.6	7.2	21.5	20.2
CCn1c(=O)cc(N2CCOCC2)[nH]c1=O	-8.9	/	/	/	4.5	7.7	/	4.0
Cc1cccc(N2CCN(C(=O)c3ccc(CNc4c(N5CCC(C)CC5)c(=O)c4=O)cc3)CC2)c1C	19.5	11.5	-6.2	-3.2	18.5	5.5	-6.5	24.9
COc1ccc(-c2nn(C)c(=O)[nH]2)cc1	-4.1	13.3	-4.7	19.6	-3.2	-0.2	4.0	-14.3
COc1cccc(C(=O)NC(C)C(c2cccs2)N2CCN(C)CC2)c1 (centres undefined)	6.5	2.9	23.3	7.1	8.3	-1.9	13.6	2.0
COc1ccc(C(c2nnnn2CS(=O)(=O)c2ccc(C)cc2)N2CCN(Cc3ccccc3)CC2)cc1 (centres undefined)	-1.3	-10.8	11.0	5.1	-1.4	10.8	-7.4	23.1
Cc1ccccc1OC(C)c1nc(-c2ccccc2)no1 (centres undefined)	-1.2	-13.7	17.8	6.2	5.5	-21.2	13.5	6.8
CCOC(=O)N/N=C/c1ccc(OC)c(O)c1	-5.1	2.0	-10.8	22.1	-9.0	-1.2	7.7	2.8
O=C(COC(=O)COc1ccccc1F)NCCc1ccc(F)cc1	3.9	0.9	-8.2	15.4	-2.7	0.6	7.2	7.4
FC(F)(F)Sc1ccc(NC(=S)NCc2ccccc2)cc1	2.0	4.4	8.4	-8.7	15.2	-8.4	10.1	-1.1
O=C(CN(c1ccc(Cl)cc1)S(=O)(=O)c1ccc(Cl)c([N+](=O)[O-])c1)NCCc1ccccc1	12.5	-9.5	-19.1	29.4	-14.7	-19.9	-17.1	38.9
C=CCOc1c(CNc2cccc(C(=O)O)c2)cccc1OC	-10.6	-48.6	10.7	-138.4	0.5	8.7	-4.7	-1.0
Cc1nc(CNC(=O)c2cc(COc3ccc(F)cc3Cl)on2)cs1	1.0	-1.1	-0.3	14.9	-10.2	-6.3	-2.7	0.6
O=C(c1ccc(C(F)(F)F)cc1)C1CCCN(C(=O)CCc2cnccn2)C1 (centres undefined)	15.6	4.8	13.0	2.5	3.6	4.6	0.1	8.7
CCCCOC(=O)Oc1ccc2c(=O)c(Oc3cc(C)cc(C)c3)coc2c1	-4.9	-12.5	-33.0	19.8	-3.0	0.0	-2.1	-5.9
CC(=O)N1CCC(C(=O)NCCOc2ccc(C)cc2)CC1	-12.8	1.8	5.4	19.3	10.7	-0.5	6.1	0.1
CC(C)Oc1cccc(-c2cc(C(=O)N3CCN(S(C)(=O)=O)CC3)c3ccccc3n2)c1	-16.3	-7.5	10.5	-11.2	-10.6	-9.4	-3.3	-4.0
COc1ccc(NC(=O)CN(C)C(=O)CCCNC(=O)c2ccc(Cl)cc2)cc1	-14.7	-5.0	4.7	2.2	-1.9	-1.0	2.8	-7.6
CC(NC(=O)COC(=O)C1CSC2(C)CCC(=O)N12)C12CC3CC(CC(C3)C1)C2 (centres undefined)	-4.8	-10.4	7.7	-19.7	5.7	-1.7	-7.7	-13.1
Cn1c(SC/C=C/c2ccccc2)nnc1-c1cnccn1	11.0	-11.5	10.2	19.7	-0.3	-18.9	1.3	-2.6
Cc1ncc(NS(=O)(=O)c2ccc(N)cc2)nc1C	-1.6	/	/	/	-3.8	-0.6	/	0.0
Cc1c(NC(=O)c2ccc3c(c2)OCO3)cccc1-c1nc2ncccc2o1	-12.9	0.7	-37.9	11.5	3.8	6.3	-3.5	-3.8
Cn1nnnc1SCC(=O)Nc1nc(-c2ccc(F)c(F)c2)cs1	4.7	8.5	8.9	9.9	5.7	-8.0	4.1	-5.2
CCOc1ccc(S(=O)(=O)N2CCc3cc(OC)c(OC)cc3C2)cc1	4.4	4.2	-12.4	0.3	-3.0	-5.6	5.6	-1.8
COc1ccc(-c2csc(NC(=O)CSCc3c(C)noc3C)n2)cc1OC	-3.6	-10.1	-0.7	3.6	13.2	-3.1	-6.2	0.0
CC(=O)NC(c1cc(Cl)c2ccccc2c1O)C(C)C (centres undefined)	25.4	11.5	-30.4	4.1	-11.8	-16.4	80.9*	-29.3
O=C1/C(=C/c2ccccn2)COc2ccccc21	-7.6	-15.2	0.2	0.0	11.9	14.3	-0.5	-5.6
CC(Oc1cccc(Br)c1)C(=O)Nc1cccc(S(=O)(=O)N2CCOCC2)c1 (centres undefined)	3.8	-2.8	19.3	5.5	3.8	-0.7	18.4	-6.7
CC(C)Cc1oc(C(=O)O)cc1CN1CCOCC1	-7.6	-15.2	-17.3	4.7	7.0	-6.8	4.2	-5.7
Cn1nc(-c2ccc(Cl)cc2)cc1NC(=O)CSCC(=O)O	9.4	6.8	-15.5	7.5	7.1	10.3	5.6	-11.6
Cc1ccc(S(=O)(=O)CCN2CCC(n3cccc3)CC2)cc1	7.8	-22.1	-2.5	-1.6	7.9	-7.1	-8.8	-11.2
N#Cc1c(F)cccc1NCCCn1ccnc1	-0.8	2.7	11.3	18.4	1.7	1.7	9.7	0.0
Cc1ccc(NC(=O)C[n+]2ccn(C3=C([O-])c4ccccc4C3=O)c2)cc1	3.0	-9.1	9.0	-2.9	22.3	4.6	74.0*	5.7
Nc1nc(NCc2ccccc2)n(-c2ccccc2)n1	-23.0	12.2	14.8	12.7	-5.1	-3.1	10.3	-2.8

Two of the compounds above, with values under each structure.
Sequence of screens: Gli-Sufu block	Jurkat NFkB inh	APJ antagonist	697 NFkB inh	CCR6 antagonist	CXCR6 inh	UBC13 inh	EBI2 antag
Cc1ccc(NC(=O)C[n+]2ccn(C3=C([O-])c4ccccc4C3=O)c2)cc1
 : 3.0	-9.1	9.0	-2.9	22.3	4.6	74.0*	5.7
Nc1nc(NCc2ccccc2)n(-c2ccccc2)n1
 : -23.0	12.2	14.8	12.7	-5.1	-3.1	10.3	-2.8

Screening data: PubChem BioAssay, Sanford-Burnham Center for Chemical Genomics
